MC4R barr agon = human MC4R agonism via beta-arrestin. P32245. U2OS MC4R beta-arrestin complementation, luminescence; percent of melanotan II response, DMSO zero. activation, % at 8.9 µM. actives 0.98% (n = 360,000);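 active means activation above a per-plate cutoff, the mean activation of sample wells on that plate plus 3 SD, cut at about 8% in these data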
Target sequence (P32245 whole entry, looked up): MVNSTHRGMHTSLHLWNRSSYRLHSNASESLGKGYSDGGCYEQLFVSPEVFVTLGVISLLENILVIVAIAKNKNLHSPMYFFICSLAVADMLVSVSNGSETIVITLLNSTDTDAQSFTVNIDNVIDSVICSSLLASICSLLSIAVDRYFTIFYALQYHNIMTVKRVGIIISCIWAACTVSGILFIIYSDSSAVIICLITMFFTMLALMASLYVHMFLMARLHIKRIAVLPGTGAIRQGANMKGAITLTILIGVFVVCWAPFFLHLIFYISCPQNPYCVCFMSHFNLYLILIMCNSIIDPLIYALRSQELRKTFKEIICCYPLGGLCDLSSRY
N-glyco inh = N-linked glycosylation inhibition; D54 ERlucT glycosylation luciferase reporter, 24 h; percent of 100 nM tunicamycin response; reporter increase, % at 12.5 µM; actives 0.23% (n = 360,000);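 active means mean luciferase reporter signal, scaled so untreated is 0 and the glycosylation-blocking control 100, at or above a set limit in every replicate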;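 further: luciferase carries N-glycosylation sites so blocking glycosylation raises the light; 0% = median of neutral control wells and 100% = median of 100 nM tunicamycin wells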
MC4R antagonist = human MC4R antagonism in cAMP assay. actives 0.48% (n = 360,000). inhibition, % at 6.5 µM. MC4R-expressing cells, MTII-stimulated cAMP, LANCE TR-FRET. P32245;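 active means inhibition above its plate's cutoff, the mean of tested wells on that plate plus 3 SD, cut at about 29% in these data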;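 further: 0% = Melanotan II alone and 100% = Melanotan II plus saturating MCL0020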
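material = U2OS cells stably expressing human melanocortin 4 receptor (MC4R) | also added = Melanotan II challenge | dosing = single nominal compound dose of 6.5 µM | detection = TR-FRET with Eu-cAMP and labeled anti-cAMP, 671 nm | replication = singlicate | timing = compound 30 min, challenge 1 h, detection 1 h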
Cardio protect = modulators protecting cardiomyocytes from myocardial damage. H9c2 cardiomyocytes, H2O2 injury protection, ATPLite, 2 h. protection from H2O2 cell death, % at 20 µM. actives 0.63% (n = 360,000). AID 588492;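 active means compounds giving at least 50% protection of heart cells from peroxide-induced death in the single-dose screen, raw or plate-pattern-corrected value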;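 further: 0% = DMSO wells with peroxide and 100% = DMSO wells without peroxide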
ABHD5 PLIN5 PPI = inhibitors of human ABHD5-perilipin-5 interaction. Split G. princeps luciferase complementation, luminescence, 4 h. inhibition, % at 4 µM. actives 0.78% (n = 360,000). AID 602281;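 active means inhibition above the mean inhibition across every tested compound plus 3 SD, cut at about 22% in these data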;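 further: 0% = DMSO only wells and the 100% control is not disclosed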
aDG glyco act = increases alpha dystroglycan glycosylation; Pro5-aDG cells, alpha-DG glycosylation AlphaScreen (IIH6); 0% Pro5, 100% B10-LARGE cell signal; activation, % at 10 µM; actives 0.22% (n = 360,000); AID 624168;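 active means activation of at least 8% versus controls, or a plate z-score of at least 8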;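 further: Pro5 are CHO cells carrying HIG-tagged alpha-DG that lacks glycosylation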
ABCB6 inh MLPCN = blocks the human ABCB6 transporter; Q9NP58; fluorescence ratio to DMSO, % at 10 µM; actives 0.19% (n = 360,000); K562-ABCB6 porphyrin accumulation, flow cytometry, 1 h; stronger effect = lower value; AID 602162;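 active means fluorescence ratio to DMSO below 75%, the collection mean minus 3 SD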;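 further: signal is porphyrin accumulated inside mitochondria; 100% equals median channel fluorescence of DMSO control wells; lower ratio means ABCB6 inhibition with less porphyrin fluorescence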
Exocytosis inh = lytic granule exocytosis inhibition | actives 0.66% (n = 360,000) | AID 651702 | TALL-104 LAMP-1 surface exposure, flow cytometry; cells stimulated with thapsigargin and PMA | inhibition, % at 10 µM;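 active means inhibition above about 55%, limit read from the data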
hiPSC survival = enhancers of human iPSC single-cell survival | hiPSC single-cell survival, ATPlite luminescence; 100% = ROCK inhibitor wells, 0% = DMSO | survival enhancement, % at 20 µM | actives 0.044% (n = 360,000); in the data active means survival enhancement above about 18%;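 further: cells exposed to compounds for 16 hours before the ATP read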
m5-HT2A agonist = mouse HTR2A agonism via beta-arrestin recruitment; CHO-K1 mHTR2A beta-arrestin complementation, luminescence; percent of 30 µM serotonin response; activation, % at 7.6 µM; actives 0.66% (n = 360,000); AID 624169;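 active means activation above a run cutoff, the mean activation of all tested compounds plus 3 SD, cut at about 14% in these data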;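 further: 0% = plate median of compound wells and 100% = 30 µM serotonin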
Target sequence (P35363 whole entry, looked up): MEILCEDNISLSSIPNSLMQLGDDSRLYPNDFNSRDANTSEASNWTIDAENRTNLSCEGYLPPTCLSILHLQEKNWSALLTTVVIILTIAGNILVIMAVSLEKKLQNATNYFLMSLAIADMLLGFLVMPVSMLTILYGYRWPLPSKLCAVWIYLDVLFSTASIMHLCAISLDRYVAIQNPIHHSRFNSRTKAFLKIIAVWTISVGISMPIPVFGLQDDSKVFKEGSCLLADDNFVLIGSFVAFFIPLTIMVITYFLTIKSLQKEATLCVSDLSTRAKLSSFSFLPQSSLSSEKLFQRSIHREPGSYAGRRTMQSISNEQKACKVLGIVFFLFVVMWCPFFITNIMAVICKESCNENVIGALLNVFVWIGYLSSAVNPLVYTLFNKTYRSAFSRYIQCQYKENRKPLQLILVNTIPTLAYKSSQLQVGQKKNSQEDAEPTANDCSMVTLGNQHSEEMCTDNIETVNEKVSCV
* hit, by the source's call; · = no result given.

[1] CCOC(=O)[C@]12CCC=C1N(Cc1cccc3ccccc13)C(=O)[C@H](CC(=O)NCc1ccc(C)o1)C2
[2] CCOC(=O)c1ccc(NC(=O)Nc2ccc(S(N)(=O)=O)cc2)cc1
[3] CC(c1ccccc1)N(CC(=O)NC1CCCCC1)S(=O)(=O)c1cccc(C(F)(F)F)c1 (stereo unspecified)
[4] CCC(=O)c1ccc(N2CCOCC2)c(F)c1
[5] COC(=O)c1ccc(C)c(-n2c(=O)n(Cc3ccccc3)c(=O)c3[nH]cnc32)c1
[6] Cn1cncc1C#Cc1ccc2cc(C3(O)CCCCC3)oc(=O)c2c1
[7] CCc1ccccc1NS(=O)(=O)Cc1ccccc1
[8] N#CC1=C2SCC(O)(c3ccccc3)N2C(=O)CC1c1cccs1 (stereo unspecified)
[9] CCOC(=O)CS(=O)(=O)c1ccc(O)cc1
[10] CC1(C)CC2(C)Nc3ccccc3N2C(=S)N1 (stereo unspecified)

Compound	1	2	3	4	5	6	7	8	9	10
MC4R barr agon	·	-0.7	-0.1	-1.8	-4.5	-1.1	-1.7	-3.3	-0.1	3.6
N-glyco inh	·	-1	-7	2	2	-1	0	22	3	0
MC4R antagonist	·	14	17	4	2	0	-8	-13	-1	12
Cardio protect	·	-3	-4	-7	3	-6	8	1	1	2
ABHD5 PLIN5 PPI	7	2	0	-6	0	-8	-5	-2	-1	3
aDG glyco act	0.2	0.3	0.4	-0.2	0.1	0.0	-0.1	-0.1	-0.2	0.7
ABCB6 inh MLPCN	91	92	96	97	97	114	97	102	100	95
Exocytosis inh	17	2	13	2	4	-10	-6	6	-2	-1
hiPSC survival	0.4	-2.8	-0.9	-1.0	-0.3	-1.3	-0.5	-1.1	-0.6	-1.4
m5-HT2A agonist	-1	-6	-3	0	-11	6	-7	-5	5	0

Ordered by length of the SMILES (smallest number first): some entries from above.
[4] CCC(=O)c1ccc(N2CCOCC2)c(F)c1
[9] CCOC(=O)CS(=O)(=O)c1ccc(O)cc1
[6] Cn1cncc1C#Cc1ccc2cc(C3(O)CCCCC3)oc(=O)c2c1
[2] CCOC(=O)c1ccc(NC(=O)Nc2ccc(S(N)(=O)=O)cc2)cc1

Compound	4	9	6	2
MC4R barr agon	-1.8	-0.1	-1.1	-0.7
N-glyco inh	2	3	-1	-1
MC4R antagonist	4	-1	0	14
Cardio protect	-7	1	-6	-3
ABHD5 PLIN5 PPI	-6	-1	-8	2
aDG glyco act	-0.2	-0.2	0.0	0.3
ABCB6 inh MLPCN	97	100	114	92
Exocytosis inh	2	-2	-10	2
hiPSC survival	-1.0	-0.6	-1.3	-2.8
m5-HT2A agonist	0	5	6	-6

Continued.
[11] CCN1CCN(CC(=O)Nc2cc3c(cc2C(C)=O)OCO3)CC1
[12] CCOc1ccccc1N1CCN(C(=O)CCCc2nc3ccccc3s2)CC1
[13] CCN(CC)S(=O)(=O)c1cccc(-c2nnc(SCC(=O)NC3CCCCCCC3)n2N)c1
[14] CCCCC(=O)Nc1ccc2c(c1)nc1n2CCSC1
[15] O=C1CC(Sc2ncccn2)C(=O)N1c1ccccc1C(F)(F)F (stereo unspecified)
[16] CC(C)(C)C(=O)NC(=S)Nc1ccc(Cc2ccncc2)cc1
[17] CNC(=O)NC(=O)C(c1ccccc1)N(C)CC1COc2ccccc2O1 (stereo unspecified)
[18] Cc1cc(C)n(CC(O)COc2ccc(C(C)(C)C)cc2)n1 (stereo unspecified)
[19] CN(CC(=O)Nc1cccc(F)c1)C(=O)CCCNC(=O)c1ccc(Cl)cc1
[20] COc1cccc(-c2nc(C(=O)NCC3CCCO3)cc3c2[nH]c2ccccc23)c1 (stereo unspecified)

Compound	11	12	13	14	15	16	17	18	19	20
MC4R barr agon	-2.1	-0.5	-2.0	-3.5	-1.1	-1.6	-1.1	-1.3	-1.1	1.0
N-glyco inh	2	1	0	-2	2	-1	0	-1	3	-2
MC4R antagonist	-7	0	-1	2	12	-4	8	-3	-1	6
Cardio protect	8	5	-2	0	14	-14	-6	-8	-8	30
ABHD5 PLIN5 PPI	0	-4	12	-6	0	-3	3	-2	6	-6
aDG glyco act	0.3	-0.1	-0.3	-0.2	1.6	1.3	0.1	0.3	0.4	-0.5
ABCB6 inh MLPCN	98	97	83	99	111	95	99	96	97	97
Exocytosis inh	-3	-4	0	-2	1	0	0	0	2	1
hiPSC survival	0.7	0.4	2.3	-0.5	-2.0	-0.6	-0.5	0.1	1.2	-1.8
m5-HT2A agonist	-5	0	2	-4	1	0	-3	5	-4	2

[21] OCCNc1nc2ccc(Cl)cc2[nH]1
[22] O=C(Nc1ccncc1)Nc1ccncc1
[23] COc1cc(NC(=O)CSc2ccccc2)c(C(=O)O)cc1OC
[24] CCc1cc(=O)oc2cc(O[C@@H]3O[C@H](CO)[C@@H](O)[C@H](O)[C@H]3O)c(Cl)cc12
[25] Cc1ccc(OCC(=O)Nc2ccc(N3CCN(S(C)(=O)=O)CC3)cc2)cc1
[26] CCOC(=O)C1(CCOc2ccccc2)CCN(C(=O)c2ccc(-n3cccn3)cc2)CC1
[27] COc1cccc(-c2cc(C(=O)Nc3ccccc3)c3ccccc3n2)c1
[28] COCCn1cc(C(=O)N2CCC(C)CC2)c2c3ccccc3n(C)c2c1=O
[29] COc1ccc(-n2cc(CNCCCn3ccnc3)c(-c3cccc(F)c3)n2)cc1
[30] CCC(=O)N(Cc1cc2cc(OC)ccc2[nH]c1=O)c1ccccc1C

Compound	21	22	23	24	25	26	27	28	29	30
MC4R barr agon	-0.2	1.9	0.6	-2.9	2.4	-0.1	4.7	-1.1	-2.6	-3.1
N-glyco inh	-2	2	-1	-4	-4	-2	2	0	-3	0
MC4R antagonist	2	15	26	1	1	20	5	14	5	0
Cardio protect	-1	-4	18	7	3	-11	2	8	15	16
ABHD5 PLIN5 PPI	5	1	-1	-3	-4	4	6	4	9	0
aDG glyco act	0.0	-0.1	-0.1	-0.1	-0.1	1.6	0.6	-0.3	4.0	1.3
ABCB6 inh MLPCN	100	103	103	96	101	98	91	101	107	94
Exocytosis inh	-3	1	1	-12	0	-5	2	7	24	3
hiPSC survival	7.0	-0.6	2.8	-0.7	-0.2	-0.4	2.9	8.3	-5.1	-1.9
m5-HT2A agonist	5	8	10	-2	4	-4	2	0	-6	4

[31] CCCOc1ccc(-c2cc(C(F)(F)F)c(C#N)c(SCC(=O)O)n2)cc1
[32] CC(=O)n1nc(-c2cccnc2)nc1N
[33] O=C(Cc1ccc(F)cc1)c1ccc(O)cc1O
[34] O=C(C1CCN(S(=O)(=O)c2ccc(F)cc2)CC1)N1CC=C(c2ccccc2)CC1
[35] NS(=O)(=O)c1ccc(NC(=O)COC(=O)c2cn(-c3ccccc3)nc2-c2ccccc2)cc1
[36] Cc1onc(-c2ccccc2Cl)c1C(=O)Nc1ncn[nH]1
[37] O=C(CCS(=O)(=O)Cc1ccc(Cl)cc1)NCCCN1CCOCC1
[38] O=C(NCCc1ccc(F)cc1)C1CCN(C(=O)Nc2ccccc2)CC1
[39] Cc1cccc(CN2CCN(C3CN(Cc4ccc([N+](=O)[O-])cc4)S(=O)(=O)C3)CC2)c1 (stereo unspecified)
[40] Cc1nc2ccccc2c2oc(C(=O)NCc3ccc4c(c3)OCO4)cc12

Compound	31	32	33	34	35	36	37	38	39	40
MC4R barr agon	-1.6	-0.9	-0.3	-0.6	4.8	-0.7	-1.2	0.5	·	0.8
N-glyco inh	2	0	-1	-1	1	1	0	1	0	2
MC4R antagonist	6	1	4	-4	8	4	8	-5	·	1
Cardio protect	2	-2	-1	-1	-1	6	5	6	-6	-21
ABHD5 PLIN5 PPI	-7	1	-2	5	-1	2	4	0	7	6
aDG glyco act	-0.1	0.0	-0.6	0.3	-0.1	-0.2	0.0	-0.2	0.3	0.1
ABCB6 inh MLPCN	106	103	97	92	96	98	94	96	99	88
Exocytosis inh	5	-1	4	-2	-4	-1	-4	-4	-1	-4
hiPSC survival	3.6	3.7	-1.2	2.1	-0.1	-0.9	2.2	-1.1	-0.2	-1.9
m5-HT2A agonist	6	1	2	0	6	-2	5	-6	5	4

[41] Nc1c2c(nc3ccccc13)N(c1ccccc1)CC2
[42] CC(C)Cn1cnc2c(Sc3c([N+](=O)[O-])ncn3C)nc(N)nc21
[43] CN1C(C(=O)Nc2cccc(O)c2)=CC(c2cccs2)=NS1(=O)=O
[44] Cc1cc2nc(-c3ccc(SCC(=O)N4CCN(C(=O)c5ccco5)CC4)nc3)[nH]c2cc1C
[45] CC1CN(C(=O)COC(=O)Cc2c(F)cccc2Cl)CC(C)O1 (stereo unspecified)
[46] O/N=C/C1=C(Cl)c2ccccc2CC1
[47] Cn1cc(C(CO)Cc2ccccc2)c2ccccc21 (stereo unspecified)
[48] O=C(NCc1ccccc1)C(=O)NCC1OCCN1S(=O)(=O)c1ccc(Br)cc1 (stereo unspecified)
[49] CCCCn1c(SCC(=O)Nc2ccc3c(c2)CCC3)nc2ccccc2c1=O

Compound	41	42	43	44	45	46	47	48	49
MC4R barr agon	-0.7	-2.2	-0.5	1.1	-0.7	0.9	-1.4	1.2	1.2
N-glyco inh	3	3	-1	-9	-1	0	-1	1	-5
MC4R antagonist	-4	3	7	6	-3	-2	14	-3	7
Cardio protect	-4	4	-4	-10	-5	4	-1	8	1
ABHD5 PLIN5 PPI	-6	12	-5	8	-2	-4	-5	-2	5
aDG glyco act	0.0	0.0	-0.1	-0.6	-0.2	-0.3	-0.1	0.0	0.3
ABCB6 inh MLPCN	102	100	103	95	102	99	92	99	101
Exocytosis inh	-2	2	-1	3	4	-1	11	-5	-3
hiPSC survival	-1.3	-0.4	-2.5	-4.1	3.1	4.6	1.2	0.0	3.8
m5-HT2A agonist	-4	10	-1	0	8	8	-5	5	1

Screens (PubChem BioAssay)
